High-throughput results (PubChem BioAssay)
zVAD death inh – blocks zVAD induced death of L929 cells. actives 0.38% (n = 220,000). AID 1377. viability rescue, % at 10 µM. L929 zVAD necroptosis rescue, ATP luminescence, 24 h; with zVAD 60 µM;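 active means activation, scaled between plate controls, above about 75%, limit read from the data; inactive means activation under that limit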;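 further: 0% = zVAD with DMSO and 100% = DMSO alone without zVAD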
EP2 modulator – modulates human prostaglandin E2 receptor EP2 signaling | EP2-expressing cells, cAMP HTRF FRET, PGE2 co-stimulation | AID 940 | induction, % at 25 µM | P43116 | actives 0.83% (n = 260,000);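 active means compounds whose cAMP rise, as percent of the full-agonist control response, exceeds 60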;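 further: rat C6 glioma line stably carrying human EP2 under a CMV promoter; the protocol text gives 20 µM as final concentration; 100% = response of wells given 1 µM PGE2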
Runt-CBFb FRET – inhibitors of human RUNX1 Runt domain binding to CBFb | Cerulean-Runt/Venus-CBFb FRET ratio 530/480, 1 h | Q01196+Q13951 | actives 0.46% (n = 220,000) | inhibition, % at 20 µM;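 active means inhibition over about 50% at 20 µM in the single-dose screen, limit read from the data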;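 further: 0% = DMSO wells and 100% = excess unlabeled CBFb competitor control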
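Assay system: Cerulean-tagged RUNX1 Runt domain (FRET donor) fusion protein / Amount: 100 nM each of Venus-CBFb and Cerulean-Runt domain / Medium: Tris buffer pH 7.5 with salts and BSA / Also added: Venus-CBFb 100 nM / Schedule: 1 h complex formation plus 1 h compound treatment, room temperature / Signal: FRET fluorescence / Read-out: loss of energy transfer signal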
Runt-SMMHC FRET – Runt domain-CBFb-SMMHC interaction inhibition | Q01196+Q13951 | Cerulean-Runt/Venus-CBFb-SMMHC FRET ratio 530/480, 1 h | inhibition, % at 20 µM | actives 0.74% (n = 220,000);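 active means mean inhibition across duplicate retests at 20 µM reaching about 50%, limit read from the data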;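 further: 0% = DMSO wells and 100% = wells with excess untagged CBFb-SMMHC; inhibitors lower the FRET ratio by blocking Runt binding to CBFb-SMMHC; some results filed as inactive read as strong as hits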
EP2 antag – blocks the human prostaglandin E2 receptor EP2; C6 glioma cells expressing human EP2, cAMP TR-FRET; cells stimulated with saturating PGE2; actives 0.52% (n = 260,000); P43116; inhibition, % at 25 µM;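 active means percent inhibition above 40 after rounding to a whole number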;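 further: rat C6 glioma host cells with rolipram phosphodiesterase inhibitor present; the protocol text gives 20 µM as final concentration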
RBBP9 inh – inhibitors of human serine hydrolase RBBP9; AID 1515; recombinant RBBP9, FP-Rh probe fluorescence polarization; actives 0.2% (n = 220,000); O75884; inhibition, % at 7.94 µM;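 active means inhibition above the campaign mean of all tested compounds plus 3 SD, cut at about 14% in these data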;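 further: plate controls were DMSO wells with RBBP9 for no effect and wells lacking RBBP9 protein for full effect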
Target sequence (O75884 whole entry, looked up): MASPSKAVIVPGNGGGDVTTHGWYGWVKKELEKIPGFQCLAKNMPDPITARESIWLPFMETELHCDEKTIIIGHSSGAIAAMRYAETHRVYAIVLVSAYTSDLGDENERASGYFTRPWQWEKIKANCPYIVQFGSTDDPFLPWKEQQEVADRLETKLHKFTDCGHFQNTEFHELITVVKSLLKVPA
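Measured by: FP readout at 525/598 nm; material: recombinant human RBBP9; also added: Serine-hydrolase probe FP-Rh, 375 nM pre-mixing; medium: Tris buffer pH 8.0, NaCl, Pluronic; replication: one well per compound; doses: one concentration, 7.94 µM nominal, 0.794% DMSO; timing: preincubation 30 min plus labeling 45 min at 25 °C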
TNF death inh – inhibitors of TNF-alpha induced necroptosis in Jurkat FADD-/- cells. actives 0.068% (n = 220,000). activation (protection from cell death), % at 10 µM. AID 463075. Jurkat FADD-/- TNF necroptosis rescue, ATP luminescence, 24 h; 0 = TNF only, 100 = no-TNF cells;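 active means activation, meaning protection from cell death, of at least 50% relative to plate controls; inactive means activation below 50%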;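 further: necroptosis triggered by 40 ng/mL TNF-alpha added together with compound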
Hck-Nef inh – human Hck-Nef kinase inhibition | P08631 | Recombinant Hck-YEEI plus Nef, Z-Lyte FRET kinase assay | inhibition, % at 20 µM | actives 0.68% (n = 220,000) | AID 463187;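 active means Hck-Nef kinase inhibition above about 50%, limit read from the data; inactive means inhibition below that limit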;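 further: 0% = DMSO with Hck plus Nef and 100% = Hck alone without Nef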
Target sequence (P08631 whole entry, looked up): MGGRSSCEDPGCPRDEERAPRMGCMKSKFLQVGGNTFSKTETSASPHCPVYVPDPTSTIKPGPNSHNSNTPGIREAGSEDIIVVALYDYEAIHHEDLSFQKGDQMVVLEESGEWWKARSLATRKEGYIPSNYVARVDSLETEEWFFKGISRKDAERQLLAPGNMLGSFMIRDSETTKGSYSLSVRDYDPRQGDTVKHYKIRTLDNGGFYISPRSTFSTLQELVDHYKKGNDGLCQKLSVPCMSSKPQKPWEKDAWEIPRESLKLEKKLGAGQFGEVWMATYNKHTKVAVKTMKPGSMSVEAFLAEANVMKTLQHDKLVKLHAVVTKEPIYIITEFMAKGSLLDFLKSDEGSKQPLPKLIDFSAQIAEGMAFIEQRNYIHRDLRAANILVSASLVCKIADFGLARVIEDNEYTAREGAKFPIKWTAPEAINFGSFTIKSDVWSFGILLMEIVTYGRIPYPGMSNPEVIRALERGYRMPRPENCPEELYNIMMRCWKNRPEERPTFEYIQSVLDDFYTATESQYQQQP
PERK inhibitor – inhibitors of human PERK kinase | Q9NZJ5 | CHO PERK-DD fusion, SEAP luminescence translation reporter | inhibition, % at 5.6 µM | actives 0.17% (n = 220,000) | AID 1416;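 active means inhibition above the mean inhibition of all tested compounds plus 3 SD, set separately per screening campaign, cut at about 2.9% in these data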;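 further: PERK kinase domain activated by AP20187 dimerizer at 100 nM; 0% = DMSO with dimerizer and 100% = rapamycin at 8.4 µM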
Active calls of the source: *; . = no result given. Some of the compounds tested; the hit share may differ from the screen's.

no.	SMILES	zVAD death inh	EP2 modulator	Runt-CBFb FRET	Runt-SMMHC FRET	EP2 antag	RBBP9 inh	TNF death inh	Hck-Nef inh	PERK inhibitor
1	CCCn1c(SCC(=O)N2CCN(c3ccc(OC)cc3)CC2)nc2c1c(=O)n(C)c(=O)n2C	-0.4	7	-2	-4	8	-8	-4.9	1	-1.6
2	COc1ccccc1NC(=O)COc1ccc(C(=O)OCC(=O)NC(C)(C)C)cc1OC	32	-30	-1	-4	4	-8	-2.0	3	0.2
3	CC(=O)Nc1ccccc1OCC(=O)NC(C)c1ccccc1 (stereo not given)	0.1	-4	0	3	11	-2	0.2	1	0.4
4	CSc1ccccc1C(=O)Nc1cccc(N(C)S(C)(=O)=O)c1	0.3	-4	1	-1	6	1	1.3	-4	0.3
5	CC(=O)Nc1ccc(S(=O)(=O)Nc2nnc(C3CCCCC3)s2)cc1	1.4	31	1	-4	6	-6	0.8	1	-0.6
6	CCOc1cc(CN2CCCC(C(=O)c3cccc(C(F)(F)F)c3)C2)ccc1O (stereo not given)	-1.2	5	2	-5	10	-6	2.6	9	0.2
7	CCSc1nnc(NC(=O)c2nc(-c3ccccc3)n(-c3ccccc3)n2)s1	0.1	31	0	-4	5	-5	1.0	7	-0.9
8	O=C(N/N=C/c1oc(O)c2ccccc12)c1ccccc1	0.9	-12	1	2	4	4	1.5	-24	1.6
9	C/C=C\C=C\C(=O)N1CC2(CC(c3cccc(NC(=O)CC)c3)=NO2)C[C@H]1C(N)=O (stereo not given in full)	-0.7	33	6	4	-4	.	2.0	21	.
10	Cc1ccc(-c2nc(CS(=O)CC(=O)NCc3ccccn3)c(C)o2)cc1 (stereo not given)	-0.2	14	0	-3	8	-8	-1.9	1	-0.1
11	CCOC(=O)C1CCC(CNCc2ccccc2C)CC1 (stereo not given)	0.2	-5	2	-2	8	-1	1.7	18	0.0
12	CN1CCC(NC(=O)Cc2c(F)cccc2Cl)CC1	.	5	-2	-6	5	-6	0.5	3	0.2
13	CCc1ccc(OCC(=O)Nc2ccc(-c3cc4ccccc4oc3=O)c(OC)c2)cc1	1.4	-7	3	20	8	1	-5.9	3	1.2
14	CC[N+]1(CC)CC2CCC(C)(C1)C2(C)C (stereo not given)	2.8	26	.	6	6	-6	0.4	-7	1.2
15	Cc1ccc(SCc2cc(-c3ccc(Cl)cc3)on2)cc1	0.0	-27	-2	1	20	-10	-2.2	0	-0.9
16	CN1CCC(N(C)C(=O)CCc2nc3ccccc3c(=O)[nH]2)CC1	0.7	5	0	-9	5	2	0.6	-1	1.7
17	CC(C)N1CCc2c(sc(NC(=O)c3cc(-c4cccs4)nc4ccccc34)c2C(N)=O)C1	3.3	-73	-6	4	25	-11	-2.7	6	-0.9
18	CCOC(=O)c1c(NC(=S)Nc2ccc(OC)cc2)sc2c1CCCCC2	-0.5	-8	-79	1	23	-2	0.9	3	1.4
19	CN1CCN(c2nc(-c3ccco3)cc(C(F)(F)F)n2)CC1	-0.7	6	-1	1	6	-10	0.0	-19	-0.6
20	CC(=O)c1cccc(NC(=O)NC(C)C2CCCO2)c1 (stereo not given)	-0.1	18	0	-4	13	2	-1.7	1	0.3
21	C=CCc1cccc2cc(C(=O)Nc3ccc(CC(=O)O)cc3)c(=O)oc12	1.2	36	0	0	5	-9	0.0	28	1.8
22	Cc1ccc(N(CCC(=O)Nc2nnc(C3CC3)s2)S(=O)(=O)c2ccccc2)cc1	0.9	-16	0	13	10	-10	3.7	2	-0.8
23	CCOC(=O)N1CCC(NC(=O)c2ccc3c(c2)N(CC)CCS3)CC1	1.1	.	.	.	11	-5	0.8	25	0.0
24	O=C(c1ccncc1)N(Cc1ccco1)Cc1cc2ccccc2[nH]c1=O	1.1	3	3	4	6	2	0.5	0	-1.0
25	C=CCC1(Cl)C(=O)C(Cl)=C(N2CCOCC2)C1(OC)OC (stereo not given)	0.3	16	2	0	6	-9	3.9	24	0.2
26	CCOc1ccc(NCC(=O)Nc2ccc(Cl)cc2C)cc1	0.6	-35	-2	0	8	-3	-3.9	14	0.2
27	Cc1ccccc1OCC(=O)NNC(=S)NC(=O)c1ccccc1[N+](=O)[O-]	1.8	3	6	0	3	-7	2.5	0	-0.1
28	COC(=O)C1C(O)=C(C=NCC(C)N=CC2=C(O)C(C(=O)OC)C(C)(C)CC2=O)C(=O)CC1(C)C (stereo not given)	-0.3	8	-2	-2	12	-6	-7.8	1	1.5
29	O=C(CSc1cccc2cccnc12)OCC(=O)c1ccccc1	0.5	-15	-4	1	13	-5	-2.0	-2	0.9
30	COc1ccc(CC(NC(C)=O)C(=O)NC2CCN(c3c4c(nc5ncnn35)CCC4)CC2)cc1OC (stereo not given)	1.7	19	0	2	1	-1	1.7	21	0.8

Part of the list above, with two lines to a compound.
Second line of a record – zVAD death inh	EP2 modulator	Runt-CBFb FRET	Runt-SMMHC FRET	EP2 antag	RBBP9 inh	TNF death inh	Hck-Nef inh	PERK inhibitor
17) CC(C)N1CCc2c(sc(NC(=O)c3cc(-c4cccs4)nc4ccccc34)c2C(N)=O)C1
    3.3	-73	-6	4	25	-11	-2.7	6	-0.9
18) CCOC(=O)c1c(NC(=S)Nc2ccc(OC)cc2)sc2c1CCCCC2
    -0.5	-8	-79	1	23	-2	0.9	3	1.4
19) CN1CCN(c2nc(-c3ccco3)cc(C(F)(F)F)n2)CC1
    -0.7	6	-1	1	6	-10	0.0	-19	-0.6
20) CC(=O)c1cccc(NC(=O)NC(C)C2CCCO2)c1 (stereo not given)
    -0.1	18	0	-4	13	2	-1.7	1	0.3

Continued:
no.	SMILES	zVAD death inh	EP2 modulator	Runt-CBFb FRET	Runt-SMMHC FRET	EP2 antag	RBBP9 inh	TNF death inh	Hck-Nef inh	PERK inhibitor
31	COc1ccc(-c2ncncc2-c2ccc(Cl)cc2)c(O)c1	-0.6	-31	1	-4	8	-4	2.3	12	2.6
32	COc1cc(OC)c(S(=O)(=O)N2CCCCC2)cc1S(=O)(=O)N1CCCCC1	1.1	-28	-1	-3	26	-3	0.4	5	-0.6
33	C/C(CC(=O)N(C(C)C)C(C)C)=N\NC(=O)COc1ccc(Br)cc1Br	1.8	-54	-3	1	9	-1	2.1	-18	1.8
34	COc1ccc(/C=N/NC(=O)c2ccc(-c3ccccc3)cc2)cc1O	0.2	-27	-2	-3	9	-4	-0.4	0	-0.1
35	c1ccc2c(CSCc3nc4ccccc4[nH]3)cccc2c1	0.8	-41	-2	4	10	-7	-3.9	0	-0.7
36	O=C(NC1CC1)C1=C[C@@H](c2ccc3c(c2)OCO3)C[C@@H](OCCCCO)O1	-0.5	-7	1	2	10	.	0.3	28	.
37	CCOC(=O)CNC(=O)c1ccc2[nH]c3c(c2c1)CCCC3	32	-17	8	13	11	-2	0.9	2	1.2
38	O=C(O)/C=C/c1ccc(S(=O)(=O)NCc2cccnc2)cc1	-0.6	35	1	1	5	9	2.0	25	1.4
39	CCOc1cc(C2Nc3ccccc3C(=O)N2c2ccccc2)ccc1O (stereo not given)	0.1	24	0	4	19	-12	-6.4	2	0.7
40	COC(=O)c1ccc(C(=O)OC)c(NC(=S)N2CCC(C)CC2)c1	0.5	9	20	29	2	3	1.3	7	0.0
41	CC(C)Nc1nnc(SCC(=O)c2c[nH]c3ccccc23)s1	2.3	-35	3	-4	6	-8	4.2	2	0.4
42	C/C(=N\NC(=O)c1ccc(CSc2nc(C)cc(C)n2)cc1)C1CCCCC1	0.6	-1	-2	1	2	-10	1.3	-1	-0.4
43	CC(=O)OCC(=O)[C@@]1(O)[C@H](C)C[C@H]2[C@@H]3CCC4=CC(=O)C=C[C@]4(C)[C@@]3(F)[C@@H](O)C[C@@]21C	61	-11	0	0	16	9	0.3	-1	-0.8
44	Cn1c(CNc2ccc(F)cc2)nnc1SCC(=O)NNC(=O)Cc1ccccc1	-1.0	51	4	3	8	3	0.8	18	0.9
45	Cc1cc(N/C(=N/S(=O)(=O)c2ccc(F)cc2)c2ccccc2)n(-c2ccccc2)n1	4.5	47	-1	2	4	-3	1.0	23	-0.6
46	Cc1ccc(S(=O)(=O)CCc2nnc(NC(=O)c3cccs3)s2)cc1	2.1	3	3	0	8	-1	1.8	3	1.1
47	COc1ccc(-c2[nH]nc3oc(=O)c(CCO)c(C)c23)cc1	1.1	18	3	-5	6	3	0.2	16	0.6
48	Cc1ccc(Cn2ccc(NC(=O)CCSc3nc(-c4ccco4)cc(C(F)(F)F)n3)n2)cc1	-0.1	16	-2	-1	5	-4	-0.9	0	-0.7
49	Cc1cccc(C)c1OCCOCCN1CCN(C)CC1	0.1	7	1	2	9	2	0.8	-9	0.1
50	N/N=C(/Cc1nc2ccccc2[nH]1)c1ccc([N+](=O)[O-])cc1	0.4	-38	2	-1	2	-4	1.8	-1	-0.6
51	C/C(=N\O)c1sc(-c2ccccc2)nc1C	4.3	-16	0	-1	7	4	-1.1	17	2.6
